Cl transport mod – modulators of human KCC2 chloride dependent transport; Q9H2X9; KCC2 cells, thallium flux FluoZin-2 fluorescence; B-score of Tl+ flux slope (higher = more flux/activation; lower = inhibition) at 10 µM; hit rate 2.2% among 190,000;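 active means thallium flux slope and its plate-corrected score both differing from the plate sample mean at a set confidence after two filtering rounds, in either direction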;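 further: slope of fluorescence scaled to starting intensity during 10 to 20 s after thallium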
eIF4E-4G inh – eIF4E/eIF4G interaction inhibition in translation initiation; inhibition, % at 21.7 µM; P63073+Q04637; hit rate 0.37% among 220,000; AID 782; TR-FRET eIF4E-eIF4GI(517-606) binding, 2 h;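 active means inhibition above about 30%, limit read from the data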;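 further: 0% = full FRET control wells and 100% = background wells lacking eIF4GI fragment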
Target sequence (P63073 whole entry, looked up, the tested form may be a part): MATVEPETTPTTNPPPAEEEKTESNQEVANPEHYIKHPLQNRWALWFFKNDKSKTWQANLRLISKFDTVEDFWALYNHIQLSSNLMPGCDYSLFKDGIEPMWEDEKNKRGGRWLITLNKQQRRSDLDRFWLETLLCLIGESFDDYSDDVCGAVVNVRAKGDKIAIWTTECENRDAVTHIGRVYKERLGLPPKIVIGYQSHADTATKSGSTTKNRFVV
Target sequence (Q04637 whole entry, looked up, the tested form may be a part): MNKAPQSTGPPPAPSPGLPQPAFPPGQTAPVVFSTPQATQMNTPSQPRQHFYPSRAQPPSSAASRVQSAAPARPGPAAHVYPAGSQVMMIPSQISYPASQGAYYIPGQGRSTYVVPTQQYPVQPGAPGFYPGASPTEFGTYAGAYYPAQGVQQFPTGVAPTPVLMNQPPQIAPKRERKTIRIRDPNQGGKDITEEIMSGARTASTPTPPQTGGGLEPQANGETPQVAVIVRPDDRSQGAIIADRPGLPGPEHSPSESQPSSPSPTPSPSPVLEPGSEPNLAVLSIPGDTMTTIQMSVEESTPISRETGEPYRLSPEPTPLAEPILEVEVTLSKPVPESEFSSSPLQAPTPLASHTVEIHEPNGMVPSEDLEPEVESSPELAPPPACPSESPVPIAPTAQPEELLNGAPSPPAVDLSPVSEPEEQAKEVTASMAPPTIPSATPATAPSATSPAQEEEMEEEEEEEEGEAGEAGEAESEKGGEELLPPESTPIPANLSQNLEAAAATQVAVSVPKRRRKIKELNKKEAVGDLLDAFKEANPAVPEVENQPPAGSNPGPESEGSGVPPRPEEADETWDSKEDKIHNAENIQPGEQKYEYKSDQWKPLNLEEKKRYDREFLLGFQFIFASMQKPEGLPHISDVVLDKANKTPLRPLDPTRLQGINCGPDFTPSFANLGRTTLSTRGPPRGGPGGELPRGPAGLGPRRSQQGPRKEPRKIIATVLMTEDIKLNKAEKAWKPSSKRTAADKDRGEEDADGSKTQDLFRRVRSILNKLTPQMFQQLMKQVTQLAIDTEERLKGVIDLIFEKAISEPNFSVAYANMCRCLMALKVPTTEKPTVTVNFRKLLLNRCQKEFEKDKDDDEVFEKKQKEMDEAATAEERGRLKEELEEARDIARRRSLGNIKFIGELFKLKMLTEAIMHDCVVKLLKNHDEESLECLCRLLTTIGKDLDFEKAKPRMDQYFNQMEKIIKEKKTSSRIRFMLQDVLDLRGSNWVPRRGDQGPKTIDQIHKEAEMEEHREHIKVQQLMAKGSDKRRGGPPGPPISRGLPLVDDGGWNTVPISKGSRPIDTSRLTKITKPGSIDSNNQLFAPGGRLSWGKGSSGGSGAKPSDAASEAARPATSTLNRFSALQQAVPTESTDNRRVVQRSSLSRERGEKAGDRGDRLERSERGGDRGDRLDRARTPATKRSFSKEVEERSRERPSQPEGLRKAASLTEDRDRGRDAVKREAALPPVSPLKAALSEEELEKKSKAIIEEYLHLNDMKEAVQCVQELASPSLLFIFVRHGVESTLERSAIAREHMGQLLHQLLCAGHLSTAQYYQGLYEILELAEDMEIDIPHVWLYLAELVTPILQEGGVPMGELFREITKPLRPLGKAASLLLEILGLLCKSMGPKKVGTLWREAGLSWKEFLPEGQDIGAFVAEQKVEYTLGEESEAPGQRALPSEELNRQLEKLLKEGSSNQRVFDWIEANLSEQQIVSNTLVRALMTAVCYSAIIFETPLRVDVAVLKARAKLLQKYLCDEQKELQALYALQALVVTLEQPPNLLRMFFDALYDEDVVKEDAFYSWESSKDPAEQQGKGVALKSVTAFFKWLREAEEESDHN
EBV gp42 inh – EBV gp42 inhibition; Fluorescence polarization binding assay, mP read-out; Q1HVG2; hit rate 0.42% among 220,000; inhibition, % (tested at 21.74 µM); in the data active means inhibition above about 50%
PERK inhibitor – human PERK inhibition, primary cell-based screen | AID 1416 | hit rate 0.17% among 220,000 | inhibition, % at 5.6 µM | Q9NZJ5 | CHO PERK-DD fusion, SEAP luminescence translation reporter;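 active means inhibition above the mean inhibition of all tested compounds plus 3 SD, set separately per screening campaign, cut at about 2.9% in these data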;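 further: PERK kinase domain activated by AP20187 dimerizer at 100 nM; 0% = DMSO with dimerizer and 100% = rapamycin at 8.4 µM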
Mdm2 ligase inh – blocks human Mdm2 ubiquitin ligase activity; hit rate 0.11% among 210,000; signal enhancement, % at 5 µM; AID 1230; Q00987; cell-based MDM2 ubiquitination luciferase reporter, 2 h; 0 = plate control, 100 = twice control, blank-subtracted;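 active means signal enhancement of 30% or more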;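 further: luminescence tracks abundance of the self-degrading MDM2-luciferase fusion protein; higher signal means inhibition of MDM2 E3 ligase activity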
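Timing – 2 h compound exposure at 37 °C · Assay system – mammalian cells stably expressing self-ubiquitinating, self-degrading MDM2 E3–luciferase fusion · Amount – 2000 cells seeded into each well · Measure – % luminescence enhancement versus blank-corrected plate control mean · Measured by – SteadyLite luminescence, 15 min reagent step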
L929 necroptosis – L929 zVAD cell death inhibition; AID 1377; hit rate 0.38% among 220,000; viability rescue, % at 10 µM; L929 zVAD necroptosis rescue, ATP luminescence, 24 h; with zVAD 60 µM;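 active means activation, scaled between plate controls, above about 75%, limit read from the data; inactive means activation under that limit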;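 further: 0% = zVAD with DMSO and 100% = DMSO alone without zVAD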
TNF death inh – TNF-alpha cell death inhibition in Jurkat FADD-/- cells; Jurkat FADD-/- TNF necroptosis rescue, ATP luminescence, 24 h; 0 = TNF only, 100 = no-TNF cells; hit rate 0.068% among 220,000; activation (protection from cell death), % at 10 µM;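 active means activation, meaning protection from cell death, of at least 50% relative to plate controls; inactive means activation below 50%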;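 further: necroptosis triggered by 40 ng/mL TNF-alpha added together with compound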
m-calpain inh – blocks pig calpain II enzyme activity; purified calpain II, fluorogenic peptide substrate, 30 min; inhibition, % at 16 µM; hit rate 0.37% among 220,000;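 active means inhibition above about 50%, limit read from the data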
Rad51 HR inh – blocks human Rad51 in homologous recombination; Q06609; hRad51 DNA strand exchange, fluorescence dequenching; inhibition, % at 10 µM; hit rate 0.085% among 200,000; AID 1385;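 active means inhibition above 40% at the single screening dose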;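 further: 0% = DMSO control wells and 100% = blanks with heterologous ssDNA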
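material = hRad51 filaments on single-stranded DNA | timing = filaments 15 min 37 °C, then compound 30 min | signal = FRET fluorescence dequenching, excitation 485 nm, emission 520 nm | benchmarks = control wells and blank wells on each plate | evaluation = percent inhibition relative to plate controls and blanks | compound = 10 µM final, single point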
Numbers without * were called inactive; . = no result given; [ ] = remark or other dose.

SMILES	Cl transport mod	eIF4E-4G inh	EBV gp42 inh	PERK inhibitor	Mdm2 ligase inh	L929 necroptosis	TNF death inh	m-calpain inh	Rad51 HR inh
CCOC(=O)c1nn(-c2ccc(C)cc2)c(C)c1C(C)=O	0.98	-1	0	-0.5	-4	-0.2	0.6	-13	4
CSC(=NC#N)N1CCN(C(=NC#N)SC)CC1	0.4	1	-1	1.1	-7	0.3	-1.0	5	29
COC(=O)C1C(=O)C2=C(CC1C)NC(C)=C(C(=O)OCCOc1ccccc1)C2c1ccc(C)o1 (stereo unspecified)	-1.2	1[fluorescence artefact?]	7	-1.1	-2	-0.1	-1.7	6	-15
COCCNC(=O)C(=O)N/N=C/c1ccc(C(=O)OC)cc1	0.39	-2	-3	0.8	-17	0.7	-0.1	-22	8
O=C(CN(Cc1ccco1)C(=O)c1nsc(Cl)c1Cl)NC1CCCCC1	.	2	-12	0.9	-10	-0.5	-0.7	16	-4
COc1cccc(-c2ccc(=O)n(CC(=O)Nc3ccc(C(=O)N4CCCC4)cc3)n2)c1	.	6	-25	-0.6	-19	-0.1	1.5	-122	5
COc1ccc([C@@H]2C[C@H](c3ccccc3)Oc3cc(C)cc(C)c32)cc1	0.39	-6	-4	.	-5	0.8	-1.3	-7	-1
CC1CCCC(C)N1C(=O)Cn1c(=O)sc2ccccc21 (stereo unspecified)	0.57	2[fluorescence artefact?]	0	.	-6	0.7	-0.3	-5	-5
O=C(NCc1cccnc1)c1ccc(CN2CCc3ccccc3C2)cc1	.	4	-24	0.2	1	0.9	-1.2	-1	.
CC(=O)Oc1c(Sc2ccccc2[N+](=O)[O-])c(C)nn1C(C)(C)C	.	11	-8	0.4	15	6.5	3.1	-9	0
NS(=O)(=O)c1ccc(CCNC(=O)CSc2nc3ccccc3c(=O)n2CCN2CCOCC2)cc1	1	-3	6	1.9	-8	2.3	0.5	-28	27
CN1CCN(/N=C/c2ccc(C#N)cc2)CC1	0.35	1	-10	0.8	0	-0.3	0.1	13	-50

Structural class: the compounds so far with sulfur.
SMILES	Cl transport mod	eIF4E-4G inh	EBV gp42 inh	PERK inhibitor	Mdm2 ligase inh	L929 necroptosis	TNF death inh	m-calpain inh	Rad51 HR inh
CSC(=NC#N)N1CCN(C(=NC#N)SC)CC1	0.4	1	-1	1.1	-7	0.3	-1.0	5	29
O=C(CN(Cc1ccco1)C(=O)c1nsc(Cl)c1Cl)NC1CCCCC1	.	2	-12	0.9	-10	-0.5	-0.7	16	-4
CC1CCCC(C)N1C(=O)Cn1c(=O)sc2ccccc21 (stereo unspecified)	0.57	2[fluorescence artefact?]	0	.	-6	0.7	-0.3	-5	-5
CC(=O)Oc1c(Sc2ccccc2[N+](=O)[O-])c(C)nn1C(C)(C)C	.	11	-8	0.4	15	6.5	3.1	-9	0
NS(=O)(=O)c1ccc(CCNC(=O)CSc2nc3ccccc3c(=O)n2CCN2CCOCC2)cc1	1	-3	6	1.9	-8	2.3	0.5	-28	27

The results go on:
SMILES	Cl transport mod	eIF4E-4G inh	EBV gp42 inh	PERK inhibitor	Mdm2 ligase inh	L929 necroptosis	TNF death inh	m-calpain inh	Rad51 HR inh
CCCCNC(=O)CNC(=S)N(Cc1ccccc1)Cc1cccnc1	0.5	-1	4	-0.5	-7	-0.6	1.3	8	-5
Cc1cccc(OCCCN2CCCCCC2)c1	0.26	2	-9	0.1	-3	0.2	0.5	2	-1
CCOc1cc(/C=N/n2c(C)nnc2C)ccc1O	-0.43	-3	-14	0.6	-3	0.0	1.0	15	-1
Cc1ccc(-c2cc(C(=O)O)n[nH]2)o1	.	3	0	0.1	1	0.1	0.1	14	-3
Cc1ccc(C)c(NC(=O)CSc2nnc(CCNC(=O)OC(C)(C)C)o2)c1	.	-4[fluorescence artefact?]	-13	-0.1	-6	-0.9	0.3	-1	-4
CCOc1ccc(OCC)c(NC(=O)CCn2cccc2)c1	.	1[fluorescence artefact?]	-9	-0.3	-13	7.1	-0.2	-36	-4
CCOC(=O)c1nn(-c2ccccc2F)c(C)c1C(C)=O	-0.44	0	-13	1.4	-14	0.1	1.7	-13	-1
CCN1CCc2nc3ccccc3c(C(=O)Nc3ccc(NC(C)=O)cc3)c2C1	0.029	5	-20	0.7	-10	1.6	-1.7	6	14
CCOc1ccc(Oc2c(/C=N/NC(C)=O)c(C)nn2-c2ccccc2)cc1	-0.2	5[fluorescence artefact?]	-5	-0.8	4	2.4	3.0	-9	5
CCOC(=O)CCCCC(=O)NC(CO)C(=O)NC (stereo unspecified)	1.7	-4[fluorescence artefact?]	-12	1.0	7	0.1	-1.8	-29	13
CC(NC(=O)c1cc(-c2ccccc2)nc2ccccc12)C1CCCO1 (stereo unspecified)	-1.1	6	2	-0.6	-3	1.6	-0.3	6	.
NC(=O)C1CCN(C(=O)N2c3ccccc3Sc3ccccc32)CC1	-0.08	-5	11	-0.2	-18	0.3	-1.4	-20	0
O=C(COC(=O)/C=C/c1ccc(Cl)cc1)Nc1ccc2c(c1)OCCO2	1	4	-13	-0.1	-8	2.0	0.2	3	-2
O=C(C1CCCN1S(=O)(=O)c1ccc(Cl)c(Cl)c1)N1CCOCC1 (stereo unspecified)	.	-6	-4	-1.3	-1	-0.7	-0.1	8	-13
CCOC(=O)c1csc(NC(=O)c2ccc(S(=O)(=O)N(C)C)cc2)n1	-0.36	10	33	0.8	-11	2.5	-0.6	-66	-3
CCCn1nc(C(=O)OCn2nnc3ccccc3c2=O)c2ccccc2c1=O	-1.7	-3	-3	0.7	-10	1.2	0.2	12	0
COc1ccc(N2C(=O)CCC2(C#N)c2ccc(Br)cc2)cc1 (stereo unspecified)	0.026	1	-7	0.2	-17	-0.1	1.7	10	3
Cc1ccnc(SCC(=O)N2CCCc3ccccc32)n1	-0.68	-1	-6	0.2	-13	0.0	0.0	10	.
O=C(NCCN1CCOCC1)NC1(C(F)(F)F)Oc2ccccc2O1	.	-7	12	-0.1	0	19	-8.1	0	-5
O=C(O)c1ccc(CN(c2ccccn2)S(=O)(=O)c2ccccc2)cc1	.	4	1	0.4	-8	0.6	-1.2	-55	2
CC1=CC2=NC(=O)/C(=C\c3cccn3CCOc3cc(C)cc(C)c3)C(=N)N2O1	-0.72	3	-7	-0.9	-30	.	-0.3	88*	35
CCN(CC)S(=O)(=O)c1cccc(NC(=O)COc2ncnc3sccc23)c1	0.026	-2	-12	-1.0	-6	2.0	0.4	-7	4
Cc1ccc(C2CC(=O)C=C(Nc3ccc(Cl)cc3)C2)cc1 (stereo unspecified)	0.45	18	7	0.9	5	-0.4	0.9	-10	0
O=c1[nH]c2ccccc2nc1/C=C(\O)C(F)F	0.35	-6	-30	-0.5	-9	3.3	2.9	-10	.
Cc1nn(-c2ccccc2)c(Cl)c1/C=N/Nc1nc2ccccc2[nH]1	1.7	1[fluorescence artefact?]	-2	-0.2	-11	0.3	2.0	-1	0
Nc1nc(SCc2ccccc2)[nH]c(=O)c1-c1ccccc1	.	2	12	0.4	-18	2.8	1.1	-26	-2
O=C(N/N=C/C=C/c1ccccc1)C(O)c1ccccc1 (stereo unspecified)	-0.55	.	.	1.3	.	-0.5	-0.8	.	-4
Cc1cc(C)c(S(=O)(=O)N2CCN(CCO)CC2)c(C)c1	-0.098	1	2	0.4	-15	0.6	0.9	-8	-1
COc1ccccc1CN1C[C@@H]2C[C@@H](c3cccc(O)c3)N3CCC[C@@]23C1=O	-0.044	-1	-12	0.3	-18	-0.6	0.2	-4	15
CCn1c(Cc2ccccc2)nnc1SCC(=O)NC(C)(C)C	0.51	-4[fluorescence artefact?]	-8	0.8	-7	-0.1	-1.7	-11	3
COC(=O)C(CC(C)C)NC(=O)CSc1nc(-c2ccccc2)c(C#N)c(=O)[nH]1 (stereo unspecified)	.	-3	-5	0.1	10	0.2	-1.5	22	1
O=C(CN1CCOc2ccccc21)NCc1ccc(F)cc1	1.2	-1[fluorescence artefact?]	1	0.4	.	.	1.9	-10	.
CC(=O)Nc1sc2c(c1C(c1cccs1)N1CCOCC1)CCCC2 (stereo unspecified)	.	-3	-6	0.5	-10	-0.1	-0.3	-29	0
Cc1c(N2C(=O)/C(=C\c3ccccc3O)SC2=S)c(=O)n(-c2ccccc2)n1C	52*	-1	-13	-0.2	-7	0.6	-2.9	17	.
COc1ccc(-c2c(C)sc(NC(=O)c3ccnn3C)c2C#N)cc1	0.49	-1[fluorescence artefact?]	-18	0.5	-6	0.7	-1.8	-163	17
CCc1cccc(C)c1NC(=S)NCc1ccccc1	0.7	6	1	0.8	-2	-1.8	-12	-2	18
CC(=O)Nc1ccc(NC(=S)Nc2ccccc2)cc1	.	2[fluorescence artefact?]	9	0.0	0	-0.2	-2.8	-20	13
N#Cc1c(NC(=O)C2CCCO2)sc2c1CCCCCC2 (stereo unspecified)	-1.9	3	-3	-0.6	2	1.0	1.9	-11	.
CCOC(=O)C1CCC2(CC1)C(C#N)=C(N)Oc1n[nH]c(C)c12 (stereo unspecified)	-0.032	3	-2	1.1	-4	-0.4	-2.1	2	1
CC(=O)NC(Cc1cc(C)ccc1C)C(=O)N1CCN(C(=O)c2ccc(Br)cc2)CC1 (stereo unspecified)	-1.4	-4	0	0.1	-12	-0.5	1.1	-18	4
O=C(Cn1cncn1)N/N=C/c1ccc(Cl)cc1	0.066	1	4	0.1	-2	.	1.0	6	.
CC(=O)Oc1ccc([N+](=O)[O-])cc1N1C(=O)c2ccccc2C1=O	2.4	20	2	1.1	-1	0.2	2.6	6	.
CCOc1cc(CNCc2cccs2)cc(Br)c1OC	0.71	12[fluorescence artefact?]	3	0.1	-4	0.0	-1.8	-57	2
CC(Oc1ccc(-c2ccccc2)c(F)c1)c1ccn(S(=O)(=O)c2ccc(Cl)cc2)n1 (stereo unspecified)	.	9	-6	0.9	-11	-0.4	-1.3	21	-1
Cc1cc(=O)n(C)c2ccccc12	1.1	0	-5	0.4	-4	2.4	-0.2	15	7
O=C1C(Cc2ccc3[nH]ccc3c2)NC(=S)N1c1ccccc1 (stereo unspecified)	0.34	4	-4	0.4	-13	0.2	-0.4	-21	13
O=C(O)c1cc(N/N=C/C(Cl)=C/c2ccccc2)ccc1Cl	0.71	0	-7	-0.4	-53	2.8	-1.0	24	4
Cc1oc2ccc(O)cc2c1C(=O)c1ccc([N+](=O)[O-])cc1	-0.95	3[fluorescence artefact?]	-6	1.4	-10	-0.2	1.5	2	-2
COCCn1c(-c2ccc(OC)cc2)cnc1SCC(=O)Nc1cccc2ccccc12	-2.2	0	-13	-1.3	-1	-0.3	-3.4	23	-4
c1ccc(Cn2nnc3c(NCC4CCCO4)ncnc32)cc1 (stereo unspecified)	.	-1	-8	-1.2	7	0.0	1.2	-1	.
Cn1c(=O)c2c(nc(CN3CCOCC3)n2Cc2ccccc2)n(C)c1=O	-0.02	.	.	-0.7	.	0.0	-0.9	.	.
CCCc1cc(N2CCCC(C(=O)Nc3cc(Cl)ccc3OC)C2)n2ncnc2n1 (stereo unspecified)	0.6	.	.	-0.9	.	-0.6	1.7	.	.
O=C(Cn1cc2c(n1)CCCC2)NCCc1ccccc1	-0.33	1	-1	1.0	-21	0.8	1.9	4	-13
O=C(O)CC1S/C(=N/N=C/c2ccc(-c3ccc(Cl)cc3[N+](=O)[O-])o2)NC1=O (stereo unspecified)	0.26	4[fluorescence artefact?]	-24	0.2	2	-0.8	-1.6	32	-7
COc1cc(-c2nc3cnccc3n2C)cc(OC)c1OC	0.35	2	-2	0.1	-16	0.4	-0.2	22	9

High-throughput results: PubChem BioAssay, several laboratories
